FadD28 binding: blocks FadD28 binding to the bisubstrate probe. fluorescence polarization. inhibition, % at 12.5 µM. 360,000 tested, 0.22% active. AID 588549; in the data active = inhibition above about 8.5%, passing the limit was not always enough; inconclusive = no clear call, values can overlap the other calls
Rv3671c protease: inhibitors of M. tuberculosis serine protease Rv3671c. 320,000 tested, 0.048% active. AID 2606. inhibition, % at 5.96 µM; in the data active = inhibition above about 38%;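 also: extracellular domain of Rv3671c used as enzyme; 0% = enzyme with DMSO and 100% = no enzyme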
Mtb UGM inh: inhibitors of M. tuberculosis UDP-galactopyranose mutase. P9WIQ1. purified UGM, fluorescence polarization probe displacement. inhibition, % at 10 µM. 320,000 tested, 0.06% active; in the data active = inhibition above about 10%, passing the limit was not always enough; inconclusive = no clear call, values can overlap the other calls
Target sequence (P9WIQ1 whole entry, looked up): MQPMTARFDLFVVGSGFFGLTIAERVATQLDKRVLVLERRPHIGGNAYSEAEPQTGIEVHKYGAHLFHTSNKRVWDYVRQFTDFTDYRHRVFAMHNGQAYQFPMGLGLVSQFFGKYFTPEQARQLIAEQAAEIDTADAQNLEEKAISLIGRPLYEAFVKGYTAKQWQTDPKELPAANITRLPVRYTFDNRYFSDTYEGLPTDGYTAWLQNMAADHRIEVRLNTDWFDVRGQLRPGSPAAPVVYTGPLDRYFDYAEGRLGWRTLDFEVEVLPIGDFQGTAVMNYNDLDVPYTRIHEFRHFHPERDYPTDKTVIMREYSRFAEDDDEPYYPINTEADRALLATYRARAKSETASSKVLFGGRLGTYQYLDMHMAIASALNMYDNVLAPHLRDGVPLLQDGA
BoNT F protease: inhibitors of Botulinum neurotoxin F light chain protease; Multiplex microsphere protease cleavage assay, flow cytometry; inhibition, % at 10 µM; 360,000 tested, 0.22% active; AID 588497; in the data active = inhibition above about 35%, passing the limit was not always enough; inconclusive = no clear call, values can overlap the other calls; also: plate controls were buffer without enzyme for full effect and enzyme alone for no effect
GDH-TPI counter: GDH-TPI coupled enzyme inhibition counter-screen; GDH-TPI coupled enzyme counterscreen, NADH absorbance; inhibition, % at 4.8 µM; 360,000 tested, 1.2% active; in the data active = inhibition above about 30%;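 also: 0% = DMSO wells and 100% = wells lacking the enzyme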
Mtb FBA inh: inhibits M. tuberculosis FBA enzyme; P9WQA3; purified M. tuberculosis FBA, fluorescence read-out; inhibition, % at 1 µM; 360,000 tested, 2.3% active; in the data active = inhibition above about 27%;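 also: 0% = vehicle and 100% = reference inhibitor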
Target sequence (P9WQA3 whole entry, looked up): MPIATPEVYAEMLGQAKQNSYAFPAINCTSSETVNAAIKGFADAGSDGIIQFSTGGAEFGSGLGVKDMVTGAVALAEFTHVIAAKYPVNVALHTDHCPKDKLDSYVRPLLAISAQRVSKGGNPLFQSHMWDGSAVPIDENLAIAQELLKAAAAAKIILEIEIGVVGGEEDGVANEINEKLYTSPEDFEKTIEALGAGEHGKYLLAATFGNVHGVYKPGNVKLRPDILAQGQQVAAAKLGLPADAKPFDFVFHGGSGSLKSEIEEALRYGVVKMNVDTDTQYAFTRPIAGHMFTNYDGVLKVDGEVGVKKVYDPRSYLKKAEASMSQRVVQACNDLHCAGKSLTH
BioA inh: inhibitors of Mycobacterium tuberculosis BioA enzyme. purified M. tuberculosis BioA enzyme, plate reader. inhibition, % at 9.99 µM. 360,000 tested, 0.096% active. AID 602481; in the data active = inhibition above about 40%; inconclusive = no clear call, values can overlap the other calls
MazEF act: increases E. coli MazEF RNase cleavage of RNA; P0AE70; FAM/BHQ RNA-DNA oligo cleavage fluorescence, 5 h; activation, % at 20 µM; 350,000 tested, 0.32% active; in the data active = activation above about 50%
Target sequence (P0AE70 whole entry, looked up): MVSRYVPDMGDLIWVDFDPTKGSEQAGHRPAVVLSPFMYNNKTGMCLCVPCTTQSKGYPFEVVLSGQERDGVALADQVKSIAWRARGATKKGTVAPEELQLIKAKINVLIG
PrPC TRFRET: inhibitors of human cell surface prion protein PrPC; 370,000 tested, 0.43% active; inhibition, % at 13.8 µM; TR-FRET read-out; AID 720596; P04156; in the data active = inhibition above about 24%; also: 0% = median of the test wells and 100% = reference compound wells
Starred values were filed as active, the others as inactive; u = inconclusive; x = no result given; & = joins results of further samples.

molecule | FadD28 binding | Rv3671c protease | Mtb UGM inh | BoNT F protease | GDH-TPI counter | Mtb FBA inh | BioA inh | MazEF act | PrPC TRFRET
CCCOc1ccc(/C(O)=C2/C(=O)C(=O)N(CCCOC)C2c2cccnc2)cc1 (stereo unspecified) | -4.4 | 2 | 2.2 | -6 | 13 | -2 | -0.1 | -1 | 1
CCn1c2ccccc2c2nc3cc(S(=O)(=O)N4CCOCC4)ccc3nc21 | -3.7 | x | x | 27 | 21 | -1 | -4.5 | -13 | x
O=C(c1cccc(F)c1)N(Cc1nc2ccccc2c(=O)[nH]1)C1CCCC1 | 0.5 | 1 | -1.7 | -8 | 6 | 2 | x | -8 | 2
CCC(=O)N1CCN(c2ccc(NC(=O)COc3cccc(C)c3C)cc2)CC1 | -2.5 | -3 | -1.9 | -12 | -12 | 1 | -1.1 | 3 | 4
COc1cc(SC)ccc1C(=O)NCCc1c[nH]c2ccccc12 | 0.3 | -1 | 0.2 | u | 7 | 0 | 2.2 | 4 | 13
Cc1cccc(NC(=O)CSc2nnc(CNC(=O)c3ccco3)n2C)c1 | -0.3 | 0 | 0.5 | -24 | -3 | 0 | -1.2 | 2 | 6
O=S(=O)(Nc1cccc(Oc2ccc(Cl)cc2)n1)c1ccc(F)cc1 | 6.3 | 7 | 2.9 | -32 | -5 | 2 | -0.2 | -4 | x
CCN1C[C@@H]2[C@@H]3C(=O)N(Cc4ccccc4)C(=O)[C@@H]3[C@](Cc3ccccc3)(C(=O)OC)N2C1=NCc1ccccc1 | -0.8 | x | x | -6 | 9 | 5 | 2.9 | 2 | -6
O=C(COC(=O)/C=C/c1cccc(C(F)(F)F)c1)NCc1cccs1 | 0.0 | -6 | 1.2 | -8 | 7 | 1 | -2.2 | -13 | 2
CN1C(=O)Cc2cc(S(=O)(=O)N3CCN(c4cccc(C(F)(F)F)c4)CC3)ccc21 | 0.7 | -21 | 4.5 | -4 | 0 | -3 | -3.2 | 3 | 2
COc1ccc(CN(C)c2ncnc3sccc23)c(OC)c1OC | -3.0 | -5 | -1.1 | 2 | 3 | -2 | 26 | 12 | 7
FC(F)(F)c1ccccc1/C=N/n1c(C2CCCCC2)n[nH]c1=S | -0.5 | 17 | 2.7 | -8 | 5 | 0 | -0.6 | 2 | -5
O=C1NCCN1Cc1ccccc1 | 0.7 | 0 | -2.1 | -6 | 8 | -1 | -0.1 | 5 | -2
O=C(CN=C1NS(=O)(=O)c2ccccc21)OCC(=O)c1ccccc1 | -2.7 | -16 | -1.3 | 2 | 0 | 3 | x | -13 | 1
Cc1cc[n+](-c2nc([O-])sc2/C=N/Nc2ccc([N+](=O)[O-])cc2)cc1 | -0.7 | -7 | -0.5 | -19 | 5 | -4 | -1.5 | 11 | 0
O=C(O)c1ccc(NC2=C(Cl)C(=O)c3ccccc3C2=O)cc1 | 0.0 | -4 | 3.2 | -6 | 5 | 0 | 2.5 | -1 | -5
COC(=O)CN(c1nc(C)c(Cl)c(OC)n1)S(=O)(=O)c1ccc(C)cc1 | -1.2 | 0 | -0.5 | 41* | 0 | -3 | -3.0 | -1 | 5
COc1ccc(CNC(=O)c2cn(Cc3ccccc3F)c(=O)s2)cc1 | -6.0 | x | x | -6 | 5 | -2 | 1.5 | x | -7
CN1CCN(C(CNS(=O)(=O)c2ccc(F)cc2)c2cccnc2)CC1 (stereo unspecified) | -2.5 | -4 | 0.0 | -25 | -1 | 0 | -1.1 | 1 | 2
O=C(O)CC(c1ccc(C(F)(F)F)cc1)N1Cc2ccccc2C1=O (stereo unspecified) | 0.6 | 2 | -0.7 | 9 | -9 | -6 | x | -2 | -1
Cc1ccc(C)c(S(=O)(=O)NC(Cc2c[nH]c3ccccc23)C(=O)O)c1 (stereo unspecified) | 0.8 | 2 | -0.2 | 0 | -6 | -2 | x | -6 | 1
CC(C)/C=C/C(=O)N1CCC(N2CCC(C(=O)NCC3CCCO3)CC2)CC1 (stereo unspecified) | -2.3 | x | x | 6 | 11 | 2 | -0.4 | -19 | -6
CC(/C=C1\SC(=S)N(NS(=O)(=O)c2ccccc2)C1=O)=C\c1ccccc1 | u | 4 | -1.0 | -1 | 10 | 10 | 2.4 | -5 | 4
O=C(O)COc1ccccc1/C=N/NC(=O)CNC(=O)c1ccc(F)cc1 | -1.1 | 8 | 2.1 | -2 | 15 | -6 | -2.4 | 8 | 1
COc1ccc(-c2[nH]ncc2CNC(C)c2cn(C)nc2C)c(F)c1 (stereo unspecified) | 0.3 | -6 | -1.8 | -3 | 3 | 2 | x | -13 | 2
Cc1cccc(NNC(=O)C(=O)NNc2cccc(C)c2)c1 | -0.3 | 2 | -0.5 | x | 2 | -2 | 0.8 | 6 | 29*
COc1ccccc1N1CCN(C(=O)c2ccccc2NC(=O)C2CCCCC2C(=O)O)CC1 (stereo unspecified) | 0.8 | -4 | -3.3 | -6 | 5 | 5 | -0.5 | 12 | 6
Cc1ccc(/C=N/NC(=O)c2ccc(-c3ccccc3)cc2)o1 | -3.2 | -1 | -1.5 | 4 | 7 | 1 | -0.8 | 8 | -1
CN(C(=O)COC(=O)c1sc2ccccc2c1Cl)C1CCCCC1 | -2.4 | -1 | 2.1 | -6 | 6 | 3 | x | 1 | 5
O=C(Nn1cnnc1)c1cc2c(s1)CCCC2 | 0.1 | 2 | 3.4 | -5 | 2 | 4 | -2.4 | -5 | 2
COc1nnc(-c2ccc(N3CCCCC3)c(NC(=O)COc3ccccc3)c2)c2ccccc12 | -4.4 | x | x | -6 | 8 | -1 | x | -9 | 9
CN(C)C(=O)CCc1ccc2c3c([nH]c2c1)[C@]1(C)[C@@H](C(=O)N2CCOCC2)C[C@H](CC(=O)NCCCn2ccnc2)C(=O)N1CC3 | -2.4 | x | x | 2 | 6 | -3 | 0.6 | 7 | -3
Brc1ccc2nc(N3CCCC3)sc2c1 | -2.3 | -1 | 0.2 | -11 | -3 | 4 | -0.7 | 7 | 10
O=C(CNC(=S)N(Cc1ccccc1)Cc1cccnc1)NC1CCCC1 | -1.2 | 11 | -0.5 | -5 | 12 | 0 | -0.5 | 0 | 1
O=[N+]([O-])c1ccc(-c2nc(NCc3cccnc3)c3ccccc3n2)cc1 | 0.4 | x | -3.2 | 7 | -4 | -2 | x | 4 | -4
O=C(Nc1ccc(N2CCN(Cc3ccccc3)CC2)cc1)c1ccco1 | -0.3 | -3 | 0.0 | -1 | 7 | -2 | -1.4 | 3 | -1
COCCNC(=S)Nc1cccc2cnccc12 | -4.9 | 6 | 0.7 | 2 | -8 | 1 | x | 3 | 1
CCOC(=O)C1=C(c2ccccc2)NC(SC)=C(C#N)C1c1ccco1 (stereo unspecified) | -3.5 | -1 | -2.1 | 4 | 10 | -1 | 1.3 | 3 | 4
Cc1c(NC(=O)Nc2cccc(F)c2)c(=O)n(-c2ccccc2)n1C | -2.0 | 1 | 0.7 | 1 | 9 | -1 | -0.3 | 6 | 4
CN1CCc2[nH]c3ccc(C(=O)NN)cc3c2C1 | -1.1 | -8 | -2.2 | -2 | 4 | 1 | 0.7 | -4 | -5
CCOc1ccc(C(=O)C(CN2CCOCC2)c2ccccc2)cc1 (stereo unspecified) | -3.6 | -4 | 0.5 | -9 | 2 | -2 | 3.9 | -1 | 5
O=C(NC1CCCc2ccccc21)c1ccccn1 (stereo unspecified) | -3.3 | -3 | -2.6 | 0 | -8 | 2 | 1.1 | -1 | -13
COc1ccc(NC(=O)CN(C)C(=O)CSCc2ccc(C)cc2)cc1 | -0.9 | 5 | -4.1 | -1 | -8 | -1 | x | 2 | 12
COc1ccc(-c2ccc3c(=O)cc(-c4ccsc4)oc3c2)cn1 | 0.8 | -39 | -0.5 | 6 | 15 | 48* | -3.8 | 70* | -6
Cc1ccc(NC(=O)c2ccc(C)c(S(=O)(=O)N3CCOCC3)c2)nc1 | -3.7 | -9 | -0.5 | 7 | -1 | -1 | 0.8 | -7 | 2
COc1ccc(OC)c(NC(=O)CN2C(=O)C(C)N(c3ccc(C)cc3)C2=O)c1 (stereo unspecified) | u | 3 | -0.3 | 0 | -1 | 3 | 1.5 | -8 | -2
CCn1c(CN2CCCCCC2=O)nnc1SCc1cnc(-c2ccccc2)s1 | -0.3 | 12 | -5.1 | 0 | -1 | -3 | -1.5 | 5 | -10
O=C(CSc1nnc(CNC(=O)c2c(F)cccc2Cl)o1)NCCc1ccccc1 | -2.5 | -2 | -0.8 | -2 | 6 | 0 | 0.8 | 3 | 0
CCn1c(SCC(=O)Nc2ccccc2C(=O)OC)nnc1-c1ccc(N)cc1 | -0.8 | 2 | -3.0 | -2 | 2 | 0 | 2.4 | -2 | -3
Cc1cccc(C)c1N1CCN(S(=O)(=O)N(C)C)CC1 | -2.3 | 7 | 2.1 | -5 | 2 | 0 | x | 9 | -1
COc1ccc(S(=O)(=O)N(C)C[C@@H]2OCc3cn(nn3)CCCC(=O)N([C@@H](C)CO)C[C@H]2C)cc1 | 0.7 | x | x | -1 | -2 | 1 | 0.2&-0.8&-0.9 | 13 | 3
COC(=O)C1=C(C)NC(=S)N(C(C)=O)C1c1ccccc1 (stereo unspecified) | -2.1 | -3 | -0.7 | -10 | 30 | 2 | -3.6 | -1 | 9
COC(=O)CN(c1nc(C)cc(OC)n1)S(=O)(=O)c1ccccc1 | -0.8 | x | x | -10 | 3 | 3 | x | 2 | -2
Cc1ccc(NC2CCCN(C(=O)CCn3nccc3C)C2)cc1C (stereo unspecified) | x | -5 | -0.3 | 2 | 6 | 7 | -5.4 | -16 | 0
CC1Oc2ccccc2N(CC(=O)NCc2ccccc2)C1=O (stereo unspecified) | -2.1 | 1 | 7.0 | -3 | 3 | 1 | x | -27 | -1
COc1ccc(C(O)c2nc(-c3cccc(F)c3)cs2)cc1 (stereo unspecified) | -0.3 | x | x | -12 | -1 | 5 | 2.0 | x | 5
CCC1(CC)NC(=O)N(CC(=O)OCC(=O)NC(=O)c2ccccc2OC)C1=O | -2.6 | 8 | 0.3 | 7 | -3 | -5 | 0.2 | 3 | -5
CCCOc1ccc(S(=O)(=O)Nc2ccccn2)c2ccccc12 | -1.8 | -3 | 0.2 | -8 | 6 | 2 | -1.6 | 32 | 7
CCN1C(=O)[C@@H]2[C@H](C1=O)[C@@H]1C(=O)Nc3ccccc3C(=O)N1[C@@H]2c1ccc(Br)cc1 | -0.8 | -3 | 0.3 | 0 | 9 | 1 | 0.8 | 0 | -5
CC(/C=C/c1cccc([N+](=O)[O-])c1)=N/NC(=O)c1cccnc1 | -2.7 | -3 | -0.7 | -4 | 16 | -6 | 0.9 | 0 | -19

Rewritten as labelled records: 3 of the compounds above.
> COc1ccc(C(O)c2nc(-c3cccc(F)c3)cs2)cc1 (stereo unspecified)
  FadD28 binding: -0.3; Rv3671c protease: x; Mtb UGM inh: x; BoNT F protease: -12; GDH-TPI counter: -1; Mtb FBA inh: 5; BioA inh: 2.0; MazEF act: x; PrPC TRFRET: 5
> CCC1(CC)NC(=O)N(CC(=O)OCC(=O)NC(=O)c2ccccc2OC)C1=O
  FadD28 binding: -2.6; Rv3671c protease: 8; Mtb UGM inh: 0.3; BoNT F protease: 7; GDH-TPI counter: -3; Mtb FBA inh: -5; BioA inh: 0.2; MazEF act: 3; PrPC TRFRET: -5
> CCCOc1ccc(S(=O)(=O)Nc2ccccn2)c2ccccc12
  FadD28 binding: -1.8; Rv3671c protease: -3; Mtb UGM inh: 0.2; BoNT F protease: -8; GDH-TPI counter: 6; Mtb FBA inh: 2; BioA inh: -1.6; MazEF act: 32; PrPC TRFRET: 7

(more compounds)
molecule | FadD28 binding | Rv3671c protease | Mtb UGM inh | BoNT F protease | GDH-TPI counter | Mtb FBA inh | BioA inh | MazEF act | PrPC TRFRET
CCOC(=O)Cn1nc(C)c(NC(=O)COc2ccc(C)c(C)c2)c1C | -2.9 | -3 | 5.7 | 2 | 7 | 1 | x | 3 | 10
CC(NC(=O)c1ccc(F)cc1)C1CC2CCC1C2 (stereo unspecified) | -0.2 | -1 | 2.7 | -9 | -4 | 1 | -0.4 | 1 | 0
CCOC(=O)c1c2n(c3c(NCc4ccccc4)ncnc13)CCCC2 | -2.7 | -2 | -2.1 | -8 | 8 | -1 | 18 | -2 | -3
O=C1N/C(=N/O)S/C1=C/c1cccnc1 | -4.4 | 4 | 1.2 | 0 | 11 | 3 | -0.3 | 3 | -4
